Screens as filed in PubChem.
CSN deneddyl inh – inhibitors of human CSN-mediated cullin deneddylation | Purified CSN, SCF-Nedd8-OG deneddylation, fluorescence polarization | 360,000 compounds, 0.38% hits | inhibition, % at 12.5 µM | Q92905;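 active = pattern-corrected inhibition above about 35%, with an unprinted fluorescence ratio check between 0.5 and 1.5, limit read from the data, passing the limit was not always enough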;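 note: 0% = enzyme with substrate and 100% = substrate without enzyme; some results filed as inactive read as strong as hits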
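Assay system: purified human Csn5 enzyme expressed in HEK293T cells; measure: % inhibition; also added: SCFSkp2-Nedd8OG substrate at 10 nM final; technique: fluorescence polarization; times: reaction 90 min, room temperature; medium: Tris buffer pH 7.5, NaCl, DTT, Tween-20, trehalose, ovalbumin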
Scp1 inh – blocks human Scp-1 phosphatase activity; Recombinant Scp1, phosphopeptide, malachite green phosphate absorbance; inhibition, % at 20 µM; Q9GZU7; AID 493091; 340,000 compounds, 0.88% hits;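 active = inhibition above about 50% at 20 µM, limit read from the data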;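 note: plate controls were DMSO wells with enzyme for no effect and wells lacking enzyme for full effect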
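Test system: SCP-1 catalytic domain; Buffer or medium: Acidic Tris acetate buffer with magnesium and detergent; Also added: Phosphorylated 17-residue peptide substrate; Compound: single 20 µM dose, 1% DMSO; Schedule: enzyme reaction 45 min at room temperature, colour 5 min, stabilisation 30 min; Signal: Phosphate-binding colour reagent, absorbance read at 630 nm.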
LMPTP inh – LMPTP (human) inhibition; recombinant LMPTP-A, OMFP fluorogenic substrate, fluorescence intensity; inhibition, % at 20 µM; 360,000 compounds, 0.22% hits; AID 651560;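 active = compounds that cut the enzyme signal by at least half of the control window in the single-dose screen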;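 note: plate controls were DMSO wells with enzyme plus substrate for no effect and substrate without enzyme for full effect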
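material = LMPTP-A | quantity = 0.625 nM enzyme | reagent = OMFP substrate, 400 µM final | buffer or medium = Bis-Tris pH 6.0, DTT, detergent | detection = endpoint fluorescence intensity from OMFP dephosphorylation | dosing = single 20 µM dose | read-out basis = % inhibition relative to no-enzyme and uninhibited control wells | control set = no-enzyme and uninhibited controls | timing = 50 min at room temperature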
STEP block – STEP (human) phosphatase inhibition; P54829; recombinant STEP, OMFP fluorogenic substrate, fluorescence; inhibition, % at 20 µM; 360,000 compounds, 0.25% hits;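 active = inhibition at 20 µM, scaled per plate between control wells, above about 37%, limit read from the data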;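 note: 0% = DMSO with enzyme and substrate and 100% = substrate only without enzyme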
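Material: STEP (striatal-enriched tyrosine phosphatase) enzyme, cell-free | Medium: 50 mM Bis-Tris pH 6.0 with 2.5 mM DTT and 0.005% Tween 20 | Read-out: Percent inhibition scaled to no-enzyme and uninhibited-enzyme controls, plate-pattern corrected | Signal: Fluorescence read at 480 nm ex / 540 nm em | Times: 20 min reaction, room temperature, in the dark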
Neddyl block – cullin neddylation inhibition. P61081+Q13564. TR-FRET cullin neddylation, biochemical. calls only at 25 µM. 360,000 compounds, 0.58% hits. AID 651699; in the data active = inhibition above about 36%
NadD inh – inhibitors of Staphylococcus aureus NadD. purified NadD enzyme, colorimetric absorbance read-out. 360,000 compounds, 0.78% hits. inhibition, % at 20 µM. AID 602399; in the data active = inhibition above about 26%; note: some compounds past the cut are filed as inactive
Rpn11 inh – blocks the human proteasome subunit Rpn11; O00487; calls only at 20 µM; human 26S proteasome, Ub4-pepOG fluorescence polarization; 20S core pre-blocked with epoxomicin; 360,000 compounds, 0.59% hits;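 active = inhibition at 20 µM, scaled to each plate's controls, above about 33%, limit read from the data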
SUMO1-SIM PPI – modulators of human SUMO1-mediated protein-protein interactions; P63165; SUMO1 binding to a labelled peptide, TR-FRET, 1 h; inhibition, % at 20 µM; 360,000 compounds, 0.33% hits; AID 602429; in the data active = inhibition above about 37%
DNMT1 block – inhibitors of human DNMT1. P26358. DNMT1 molecular beacon, Hinp1I cleavage, fluorescence. inhibition (reported as % activation of signal), % at 10 µM. 360,000 compounds, 0.83% hits; in the data active = inhibition above about 50%
Rin1-Abl PPI inh – blocks binding of human Rin1 to Abl. P00519+Q13671. 360,000 compounds, 0.4% hits. TR-FRET Rin1/Abl binding, biochemical. inhibition, % at 7.35 µM; in the data active = inhibition above about 5%, passing the limit was not always enough
* hit, by the source's call; i = inactive; · = not tested or not shown; + = active, no number.

Sample of the layout:
SMILES | CSN deneddyl inh | Scp1 inh | LMPTP inh | STEP block | Neddyl block | NadD inh | Rpn11 inh | SUMO1-SIM PPI | DNMT1 block | Rin1-Abl PPI inh
COc1ccc(CNC(=O)C2(CC3CC(c4ccccc4)=NO3)CCN(C(=O)OC(C)(C)C)CC2)cc1 (configuration not stated) | -1 | -11 | 1.8 | 0 | i | -3 | i | 4 | -1 | 2
CCCCOc1ccc(C(=O)N=c2sccn2C)cc1OC | 8 | -2 | 2.1 | 1 | i | -1 | i | 1 | -4 | 20*
O=C(O)c1ccc(S(=O)(=O)N2CCc3ccccc3C2)cc1 | 0 | -1 | 0.1 | -2 | i | 0 | i | 4 | 4 | 1
CSCCC(NC(=O)COc1ccccc1)C(=O)OCCOc1ccc(C)cc1 (configuration not stated) | 3 | -5 | 2.0 | -1 | i | -9 | i | 1 | -2 | 2
CCC(CC)C(=O)Nc1cccc(C(=O)N2CCCC2)c1 | 2 | -2 | -2.4 | 0 | i | 5 | i | -1 | -1 | -2
Cc1occc1C(=O)Nc1ccccc1C(=O)O | -7 | -3 | -0.6 | 2 | i | 2 | i | 6 | 2 | 3

The listing, previewed entries included:
SMILES | CSN deneddyl inh | Scp1 inh | LMPTP inh | STEP block | Neddyl block | NadD inh | Rpn11 inh | SUMO1-SIM PPI | DNMT1 block | Rin1-Abl PPI inh
COc1ccc(CNC(=O)C2(CC3CC(c4ccccc4)=NO3)CCN(C(=O)OC(C)(C)C)CC2)cc1 (configuration not stated) | -1 | -11 | 1.8 | 0 | i | -3 | i | 4 | -1 | 2
CCCCOc1ccc(C(=O)N=c2sccn2C)cc1OC | 8 | -2 | 2.1 | 1 | i | -1 | i | 1 | -4 | 20*
O=C(O)c1ccc(S(=O)(=O)N2CCc3ccccc3C2)cc1 | 0 | -1 | 0.1 | -2 | i | 0 | i | 4 | 4 | 1
CSCCC(NC(=O)COc1ccccc1)C(=O)OCCOc1ccc(C)cc1 (configuration not stated) | 3 | -5 | 2.0 | -1 | i | -9 | i | 1 | -2 | 2
CCC(CC)C(=O)Nc1cccc(C(=O)N2CCCC2)c1 | 2 | -2 | -2.4 | 0 | i | 5 | i | -1 | -1 | -2
Cc1occc1C(=O)Nc1ccccc1C(=O)O | -7 | -3 | -0.6 | 2 | i | 2 | i | 6 | 2 | 3
S=c1[nH]nc2nnc3ccccc3n12 | 2 | -3 | 0.6 | 3 | i | -3 | i | -32 | -2 | -8
COc1ccccc1CNC(=O)CN1C(=O)NC(c2ccccc2)(c2ccccc2)C1=O | -7 | -18 | -0.1 | -1 | i | -4 | i | 6 | -3 | 1
COc1cc(OC)c(OC)cc1CN(C)CC1CCCN(CCc2ccccc2F)C1 (configuration not stated) | 4 | 6 | -2.1 | -1 | i | -4 | i | 1 | -4 | -4
CCOC(=O)Nc1ccc(C(=O)/C=C/c2ccccc2)cc1 | 9 | -14 | 3.6 | -5 | i | -8 | i | 3 | 12 | -5
Cc1c(C(=O)O)oc2c1C(=O)CC(C)(C)C2 | 1 | -5 | -0.3 | -3 | i | -2 | i | -3 | -1 | -1
C[C@H](CO)N1C[C@H](C)[C@@H](CN(C)Cc2ccccc2)Oc2c(NS(=O)(=O)c3ccccc3)cccc2C1=O | -4 | -1 | -0.4 | -2 | i | 1 | i | 2 | 0 | 1
Cc1ccc2nsnc2c1S(=O)(=O)N(CCO)Cc1cc2cc3c(cc2[nH]c1=O)OCCO3 | -4 | -1 | 0.8 | 5 | i | -4 | i | -35 | -14 | -3
COc1cc2oc(=O)cc(CN3CCCCCCC3)c2cc1Cl | 0 | · | 6.2 | 0 | · | 7 | i | -2 | -7 | 1
Cc1cn(C2CCCCO2)c(=O)[nH]c1=O (configuration not stated) | 6 | -10 | -2.2 | -4 | i | 1 | i | -1 | 9 | 0
CC1(C)CNC(=O)c2sc(NC(=O)c3ccccc3)nc2C1 | 0 | 1 | -1.7 | 5 | i | -4 | i | 3 | -2 | -3
COc1ccc(-c2csc(NC3OC(=O)c4c3ccc(OC)c4OC)n2)cc1OC (configuration not stated) | 0 | -7 | -1.8 | 1 | i | -2 | i | 9 | -1 | 0
COc1ccc(C2=NN(C(C#N)c3ccc(OC)cc3)C(c3ccccc3)C2)cc1 (configuration not stated) | 4 | -16 | 1.9 | 4 | i | -7 | i | -4 | -2 | 0
CCOc1ccc(NS(=O)(=O)c2cccc(C(=O)N3CCN(C/C=C/c4ccccc4)CC3)c2)cc1 | 1 | -8 | 1.5 | -3 | i | -3 | i | 5 | -4 | -1
COc1cc(S(=O)(=O)n2cnc3ccccc32)ccc1Br | -4 | 40 | -2.5 | -1 | i | -2 | i | 4 | 3 | 1
N#CCSc1ccccc1NC(=O)CN1C(=O)C2CC=CCC2C1=O (configuration not stated) | 13 | 4 | -0.8 | -7 | i | -6 | · | 2 | -2 | 0
CCN(CC)c1ccc(C=Nc2ccccc2)c(O)c1 | 1 | -8 | 1.2 | 4 | i | 1 | i | -7 | -22 | -1
O=C1C(=Cc2ccc(Br)o2)C(=O)c2ccccc21 | 50 | 65* | 78* | 96* | i | 33* | · | 103* | 108* | 8.7*
Brc1cc2c(cc1COc1ccc(-c3nn[nH]n3)cc1)OCO2 | -3 | -10 | 0.2 | 6 | i | 2 | i | 6 | -7 | -3
O=C(COC(=O)/C=C/c1ccc(F)cc1)Nc1cc(C(F)(F)F)ccc1N1CCOCC1 | 2 | -13 | -0.6 | -4 | i | 1 | i | -2 | 2 | 2
CC1CCCN(S(=O)(=O)c2ccc(Br)s2)C1 (configuration not stated) | -5 | 1 | 0.9 | -1 | i | 0 | + | -6 | 10 | -2

Structures listed so far that have fluorine (2):
SMILES | CSN deneddyl inh | Scp1 inh | LMPTP inh | STEP block | Neddyl block | NadD inh | Rpn11 inh | SUMO1-SIM PPI | DNMT1 block | Rin1-Abl PPI inh
COc1cc(OC)c(OC)cc1CN(C)CC1CCCN(CCc2ccccc2F)C1 (configuration not stated) | 4 | 6 | -2.1 | -1 | i | -4 | i | 1 | -4 | -4
O=C(COC(=O)/C=C/c1ccc(F)cc1)Nc1cc(C(F)(F)F)ccc1N1CCOCC1 | 2 | -13 | -0.6 | -4 | i | 1 | i | -2 | 2 | 2
